PLK1 PBD block = blocks phosphopeptide binding to human PLK1 polo-box domain; P53350; Plk1 PBD binding of FITC phosphopeptide, fluorescence polarization; Potency, µM, without a hit: max response, negative = inhibition, usual class: inhibitors; 360,000 tested, 2.8% active; AID 720504; note: potency is the fitted concentration of half-maximal effect; series mostly up to about 57 µM; % is set by controls: 0 for no effect and ±100 for the full control effect; nearly all actives have a fitted effect of over 65% in size
WRN helicase inh = inhibitors of human WRN helicase; WRN helicase unwinding, fluorescent forked duplex, kinetic; 360,000 tested, 0.46% active; Potency, µM (titrated, usually from 114 µM), inactives show at the highest dose activity change, negative = inhibition, actives largely listed as inhibitors; note: potency is the fitted concentration of half-maximal effect; % is set by controls: 0 for no effect and ±100 for the full control effect; nearly all actives have a fitted effect of over 55% in size
Target sequence (Q14191 whole entry, looked up): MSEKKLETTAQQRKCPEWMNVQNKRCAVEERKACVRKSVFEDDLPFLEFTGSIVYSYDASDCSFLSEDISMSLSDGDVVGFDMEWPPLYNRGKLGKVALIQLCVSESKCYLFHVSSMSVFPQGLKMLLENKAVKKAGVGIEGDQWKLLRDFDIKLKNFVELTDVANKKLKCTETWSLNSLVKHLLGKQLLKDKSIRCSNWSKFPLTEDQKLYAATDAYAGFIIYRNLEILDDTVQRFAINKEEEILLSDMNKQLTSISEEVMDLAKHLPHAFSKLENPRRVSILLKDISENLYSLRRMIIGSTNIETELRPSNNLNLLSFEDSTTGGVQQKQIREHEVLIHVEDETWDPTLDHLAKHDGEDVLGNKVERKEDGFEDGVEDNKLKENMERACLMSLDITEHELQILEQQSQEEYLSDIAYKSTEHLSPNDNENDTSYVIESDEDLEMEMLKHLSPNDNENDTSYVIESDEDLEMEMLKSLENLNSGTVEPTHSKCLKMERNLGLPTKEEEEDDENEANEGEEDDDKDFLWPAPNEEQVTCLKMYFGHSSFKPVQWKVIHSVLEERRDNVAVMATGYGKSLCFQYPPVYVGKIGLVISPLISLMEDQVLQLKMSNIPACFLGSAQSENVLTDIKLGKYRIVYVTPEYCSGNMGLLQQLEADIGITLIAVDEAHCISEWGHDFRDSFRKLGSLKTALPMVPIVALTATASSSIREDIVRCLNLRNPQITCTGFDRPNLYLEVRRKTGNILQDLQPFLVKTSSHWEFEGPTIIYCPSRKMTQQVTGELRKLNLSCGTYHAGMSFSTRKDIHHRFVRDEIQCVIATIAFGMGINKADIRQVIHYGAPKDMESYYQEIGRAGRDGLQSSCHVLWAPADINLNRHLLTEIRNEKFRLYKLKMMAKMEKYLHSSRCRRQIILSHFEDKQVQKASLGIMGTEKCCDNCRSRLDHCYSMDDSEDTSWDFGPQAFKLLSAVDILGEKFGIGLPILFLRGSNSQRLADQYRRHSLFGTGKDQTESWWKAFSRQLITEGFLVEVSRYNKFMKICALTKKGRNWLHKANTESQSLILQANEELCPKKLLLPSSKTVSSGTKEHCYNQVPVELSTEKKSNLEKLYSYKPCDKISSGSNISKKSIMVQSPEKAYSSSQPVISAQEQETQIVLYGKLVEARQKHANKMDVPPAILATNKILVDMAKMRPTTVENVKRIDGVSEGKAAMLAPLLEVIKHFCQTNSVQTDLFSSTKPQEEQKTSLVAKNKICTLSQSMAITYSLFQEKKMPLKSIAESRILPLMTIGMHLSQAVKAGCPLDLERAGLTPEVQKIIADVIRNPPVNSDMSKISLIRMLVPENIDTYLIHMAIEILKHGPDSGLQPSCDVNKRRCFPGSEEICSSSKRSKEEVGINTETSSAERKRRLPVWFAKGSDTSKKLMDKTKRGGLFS
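Kinetic fluorescence helicase assay: unwinding of a quenched forked DNA duplex (100 nM final) with 2 mM ATP final raises red fluorescence (525/598 nm). Compounds sat 15 min at room temperature with 20 nM WRN beforehand.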
PI5P4K alpha inh = blocks human PI5P4K alpha kinase activity; P48426; PI5P4Kalpha enzyme, ADP-Glo luminescence, 60 min; stronger effect = lower value; max response, %; 330,000 tested, 1.2% active; AID 652105; active = max response of -50% or lower; inconclusive = between -30% and -50%; inactive = -30% or higher; note: value at the top dose of about 77 µM; % is set by controls: 0 for no effect and ±100 for the full control effect
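Luminescence from ADP-Glo served as readout of PI5P4Kalpha activity in a qHTS format. Reaction: enzyme, substrate, compound, ATP at 5 microM final, 60 min at RT.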
CCT chaperon mod = changes cytosolic chaperonin activity | purified chaperonin ATPase assay, HTRF ADP detection, 30 min | activity change, % (concentration not given with the values), hits read low | 360,000 tested, 0.3% active | AID 651819; in the data active = activity change below about -30%; note: % is set by controls: 0 for no effect and ±100 for the full control effect
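First, chaperonin was dispensed at 40 nM or 20 nM final depending on batch activity. Next, compounds were pinned at 76 uM and ATP added at 10 uM. After 30 min at 37 °C, ADP detection reagents ran 30 min at ambient temperature.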
Mm-Cpn inhibitor = inhibitors of Methanococcus maripaludis chaperonin (MmCpn). purified Mm-Cpn ATPase, ADP Transcreener TR-FRET. Potency, µM (top dose mostly 76.9 µM), without a hit: at the highest dose activity, negative = inhibition, actives largely listed as inhibitors. 330,000 tested, 0.031% active. AID 504842; note: potency is the fitted concentration of half-maximal effect; % is set by controls: 0 for no effect and ±100 for the full control effect; nearly all actives have a fitted effect of over 80% in size
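ATP (10 uM final) was added to archaeal chaperonin (25 nM final) after 10 min exposure to test compound at 37°C; after 30 min further incubation, ADP was detected by competitive TR-FRET.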
EPAC1 antag = antagonists of human EPAC1. Potency, µM (highest dose often 115 µM), for inactives: top-dose activity change, negative = inhibition, usual class: inhibitors. AID 720709. EPAC1 GEF assay, Rap1b-BODIPY-GDP exchange fluorescence. 360,000 tested, 0.14% active;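 note: potency is the fitted concentration of half-maximal effect; plate controls were vehicle for no effect and positive control for full effect; nearly all actives have a fitted effect of over 50% in size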
EPAC2 antagonist = EPAC2 (human) antagonism | EPAC2 GEF exchange of Rap1B-BODIPY-GDP, fluorescence | Potency, µM (top dose mostly 114 µM), without a hit: at the top dose activity, negative = inhibition, hits mostly inhibitors | 360,000 tested, 0.18% active; note: potency is the fitted concentration of half-maximal effect; % is set by controls: 0 for no effect and ±100 for the full control effect; nearly all actives have a fitted effect of over 45% in size; many of its hits are not listed in these tables
EPAC1 ag = activates human EPAC1 exchange factor; O95398; Potency, µM (highest dose often 154 µM), without a hit: top-dose activation, actives largely listed as activators; AID 720707; 360,000 tested, 0.073% active; EPAC1 agonist qHTS, biochemical assay; response scale: 100% = response to 6.5 mM cAMP; note: potency is the fitted concentration of half-maximal effect; nearly all actives have a fitted effect of over 60% in size
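Multi-concentration qHTS readout: loss of Rap1B-bound BODIPY-GDP fluorescence driven by 100 nM EPAC1 with excess GDP (50 uM), monitored kinetically at room temperature; agonist response expressed relative to 6.5 mM cAMP.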
An asterisk follows results filed as active; ? = inconclusive; · = no result given; & = joins results of further samples; [ ] = another dose, or the depositor's remark. Unless noted, calls come from the whole dose curve; as a rule, active = well fitted curve in the direction sought with a large enough effect; inconclusive = small, poorly fitted or top-dose-only effect, or another doubt; inactive = no such curve, though single readings can be large; an effect the other way counts as inactive or inconclusive. The list is partial; the hit share may differ from the screen's.

SMILES	PLK1 PBD block	WRN helicase inh	PI5P4K alpha inh	CCT chaperon mod	Mm-Cpn inhibitor	EPAC1 antag	EPAC2 antagonist	EPAC1 ag
O=C(O)CCCn1c(=S)[nH]c2c(sc3ccc([N+](=O)[O-])cc32)c1=O	-15%	-9%	-9	1.5	1%	-9%	-4%	4%
Cc1onc(-c2c(Cl)cccc2Cl)c1C(=O)N[C@@H]1C(=O)N2[C@@H]1SC(C)(C)[C@@H]2C(=O)O	-14%&3%	12%&4%	0&-7	-1.5&-0.6	0%&-9%	-9%&-9%	13%&4%	5%&-13%
COc1cc(/C=C2/SC(=S)N(CCC(=O)Nc3ccccc3)C2=O)cc(OC)c1OC	-2%	0%	-7	-0.3	?	-1%	4%	13%
COc1ccc(CNC(=O)COC(=O)c2ccc3ccccc3n2)cc1	5%	5%	4	-1.9	2%	6%	10%	8%
O=C1C=CC(c2c[nH]c3ccccc23)CC1 (stereo not given)	-22%	-14%	-4	0.7	·	-5%	13%	9%
O=C(NCc1ccccc1)c1ncn(Cc2ccccc2)c1C(=O)NCc1ccccc1	-2%	-10%	2	-0.9	2%	-6%	2%	-10%
COc1cc(OC)c2c(-c3cccc(-c4ccc(C(F)(F)F)cc4)c3)cc(=O)oc2c1	-8%	1%	2	-2.6	3%	-1%	8%	0%
COCc1cc(C)nc(NC2CC(C)(C)NC(C)(C)C2)c1C#N	-3%	4%	-3	-2.9	-7%	-1%	6%	9%
Cc1ccc(NC(=O)c2ccc(Cl)nc2)cc1S(=O)(=O)N1CCOCC1	4%	-29%	-13	1.3	2%	-3%	8%	6%
COC(=O)c1cc(C(=O)OC)cc(-n2c(C)cc(C(=O)COC(=O)CNS(=O)(=O)c3ccc(C)cc3)c2C)c1	-9%	-24%[57.1 µM]	2	0.3	-8%	-4%	-2%	6%
COc1ccc(-c2noc(-c3ccccc3-c3ccccc3)n2)cc1	4%	-7%	·	-4.4	-4%	-2%	-1%	9%
CCCCNC(=O)OCCNC(=O)NC	-2%	6%	-2	-0.8	0%	1%	5%	-3%
O=C(NC[C@@H]1CC[C@@H](Cc2ccc(-c3ccccc3)cc2)O1)Nc1ccc(Br)cc1	-9%	-5%	26	-0.2	0%	-23%	-18%	0%
COCCn1c(SCC(N)=O)nc2c(c1=O)SC(C)C2 (stereo not given)	-2%	-2%	-4	-0.1	0%	-4%	-11%	-4%
O=c1c(/C=N/OCc2ccc(Cl)cc2Cl)c[nH]n1-c1cccc(Cl)n1	-18%	-1%	-25	-3.7	-2%	-1%	-26%	0%
O=C(C1=NN[C@@H]2C(=O)N(Cc3ccccc3)C(=O)[C@H]12)c1ccc([N+](=O)[O-])cc1	-6%	-1%	-5	0.9	4%	-22%	-10%	11%
CC1Cc2ccccc2N1C(=O)CN1C(=O)COc2ccccc21 (stereo not given)	-7%	1%	1	-0.4	3%	3%	10%	-11%
Cc1ccc(NC(=S)N(C)N)cc1Cl	-4%	6%	-6	-3.8	0%	14%	2%	-6%
CCN(CC(=O)Nc1c(F)cccc1F)C(=O)c1cc(S(=O)(=O)N(CC)CC)ccc1N1CCCCC1	5%	0%	3	0.6	0%	-25%	-11%	3%
Cc1cc(C)c(S(=O)(=O)Nc2ccc(-c3cn4ccccc4n3)cc2)c(C)c1	0%	-10%	0	0.0	-5%	3%	7%	4%
COC(=O)c1c(NC(C)=O)sc2c1CCCCC2	?	-12%	11	1.4	-1%	7%	10%	-6%
CCOc1cccc(-c2cc(=O)[nH][nH]2)c1	-11%	-24%	0	-3.2	0%	-7%	3%	4%
COc1ccc(C)cc1NC(=O)C(c1ccccc1)N1CCN(CC(=O)N2CCCC2)CC1 (stereo not given)	-3%	-1%	-9	-2.2	-2%	-11%	1%	-4%
O=C(Nc1ccc(OC(F)(F)F)cc1)N1CCN(c2ccnc3cc(Cl)ccc23)CC1	-14%	-15%	0	0.3	1%	?	-4%	-17%
Cc1cccc(C)c1N1C(=O)c2cccc([N+](=O)[O-])c2C1=O	-2%	-3%	5	-2.7	3%	-26%	-1%	-3%

(continued)
SMILES	PLK1 PBD block	WRN helicase inh	PI5P4K alpha inh	CCT chaperon mod	Mm-Cpn inhibitor	EPAC1 antag	EPAC2 antagonist	EPAC1 ag
Cc1cc(Cl)c(S(=O)(=O)N2CCSCC2)cc1OCC(N)=O	-2%	-5%	-3	-0.7	0%	-5%	-4%	12%
CC(C)C(NC(=O)c1ccccc1NC(=O)c1ccco1)C(=O)O (stereo not given)	-10%	-11%	·	-0.3	1%	-14%	-1%	8%
O=C1NC[C@H](CCCCN2CCN(CC3CCCCC3)C(=O)C2=O)N(CCC2CCCCC2)C1=O	-3%	-1%	-1	-2.0	·	7%	5%	3%
O=C(CSc1n[nH]c(=O)n1-c1ccc2c(c1)OCCO2)Nc1ccccc1	0%	1%	-4	1.4	-14%	-5%	4%	1%
CCOC(=O)c1[nH]c2ccccc2c1NC(=O)C(C)(C)C	-6%	-1%	8	0.4	0%	0%	0%	-7%
COc1ccc(-c2cc3ccccc3n2CC(O)CN2CCCCC2)cc1 (stereo not given)	-13%	3%	-7	-1.5	-2%	-10%	18%	-11%
CNC(=S)N1N=C(c2ccc(OC)cc2)CC1c1ccc(N(C)C)cc1 (stereo not given)	1%	-3%	2	0.7	?	14%	6%	14%
COc1cc(C2C(C#N)=C(N)Oc3cc(O)ccc32)cc(OC)c1OC (stereo not given)	-13%	0%	·	0.3	-2%	-10%	-4%	14%
COc1ccccc1/C=C/C(=O)Nc1ccc(S(=O)(=O)Nc2cc(C)nc(C)n2)cc1	0%	-23%	4	-2.7	-1%	-27%	-11%	-1%
CCCCNC(=O)C(NC(=O)c1ccc(C)cc1)C(=O)c1ccccc1 (stereo not given)	-1%	0%	-3	·	·	4%	-5%	-21%
COc1ccc(C(=O)Nc2ccc(S(=O)(=O)Nc3nccc(C)n3)cc2)cc1	-5%	-1%	-8	-0.3	-1%	3%	1%	-6%
COc1ccc(-c2cc(C(F)F)n3ncc(C(=O)NCC4CCCO4)c3n2)cc1 (stereo not given)	-15%	-8%	7	-2.2	-1%	-1%	-4%	-4%
Cc1c2cnn(CC(=O)NCCCN3CCCCC3)c(=O)c2c(C)n1Cc1ccccc1	-9%	-7%	8	-0.6	2%	-1%	-1%	-9%
Cc1[nH]nc2c1C(c1cccs1)C1=C(CC(C)(C)CC1=O)N2 (stereo not given)	-13%	-5%	3	-5.1	1%	3%	-1%	8%
COc1ccc(C)cc1N(CC(=O)Nc1ccc(S(=O)(=O)N2CCCC2)cc1)S(C)(=O)=O	5%	-8%	-1	0.7	1%	-3%	-10%	5%
COc1ccc(C(=O)NC(Cc2ccc(OC(=O)c3ccc(OC)cc3)cc2)C(=O)O)cc1 (stereo not given)	-1%	5%	0	0.9	1%	7%	-12%	-4%
CC1CCc2sc(C(=O)NC(C)C3CCCO3)cc2C1 (stereo not given)	-3%	3%	3	1.8	-2%	-5%	1%	-8%
O=c1cc(Cl)[nH]c(=O)n1CCNc1ncc(C(F)(F)F)cc1Cl	26%	-1%	-12	-0.2	-5%	5%	15%	-11%
Cn1cc(S(=O)(=O)N2CCN(c3cccc(Cl)c3)CC2)c(=O)n(C)c1=O	-3%	2%	1	-1.4	1%	-15%	1%	2%
CCCCn1c(N)c(N(CCOC)C(=O)CSc2n[nH]c(-c3ccc(OC)cc3)n2)c(=O)[nH]c1=O	0%	8%	3	-2.2	-2%	9%	6%	-7%
COc1ccc(C2C3=C(NCCN=C3c3ccccc3)C(=O)N2c2ccccc2)c(OC)c1 (stereo not given)	2%	6%	-2	-60*	-3%	14%	1%	1%
N#Cc1ccc(-c2ccc(OCC3CNC(=O)O3)cc2)cc1 (stereo not given)	-2%	14%	-5	-0.7	?	-3%	1%	-6%
CC(C)C(OC(=O)c1nsc(Cl)c1Cl)C(=O)NC(C)(C)C (stereo not given)	-11%	-7%	-1	-0.8	-2%	-3%	-9%	-6%
COc1ccc(S(=O)(=O)NCCCc2ccccc2)cc1	5%	-3%	1	0.1	·	-3%	-8%	11%
O=C(CSc1nc2ccc([N+](=O)[O-])cc2s1)NCC1CCCO1 (stereo not given)	0%	-4%	-4	-1.2	2%	4%	-8%	1%

Next part
SMILES	PLK1 PBD block	WRN helicase inh	PI5P4K alpha inh	CCT chaperon mod	Mm-Cpn inhibitor	EPAC1 antag	EPAC2 antagonist	EPAC1 ag
Cc1cccc(NC(=O)C2CCN(S(=O)(=O)c3cccs3)CC2)n1	-13%	3%	·	-2.9	2%	-7%	-3%	7%
COc1ccc(NC(=O)c2oc3ccccc3c2NC(=O)c2ccc3c(c2)OCO3)cc1	0%	-7%	·	1.3	-1%	1%	14%	3%
O=C(CCn1c(=O)oc2cc(Cl)ccc21)Nc1ccc(N2CCOCC2)cc1	-3%	-6%	12	-0.8	0%	-14%	12%	-9%
CC(=O)Nc1ccc(S(=O)(=O)N2CCN(c3ccc([N+](=O)[O-])c(NCCN4CCOCC4)c3)CC2)cc1	-4%	-8%	-5	0.8	3%	-14%	-8%	5%
CN(C(=O)CSc1nnc(-c2ccc(Cl)cc2)n1C)C1CCS(=O)(=O)C1 (stereo not given)	2%	7%	0	2.5	1%	13%	7%	0%
COc1ccc(S(=O)(=O)n2ccnc2C)c(C)c1C	4%	8%	0	0.5	1%	26%	3%	6%
O=C(NCc1cc([N+](=O)[O-])ccc1O)c1cccnc1Sc1ccc(Cl)cc1	-15%	?	14	-1.4	-3%	6%	2%	14%
CCN1C(=O)[C@@H]2[C@H](C1=O)[C@@H]1C(=O)Nc3ccccc3C(=O)N1[C@@H]2c1ccccc1	-12%	-7%	-5	-5.3	2%	-25%	-2%	-22%
NC(=O)COc1ncn(-c2ccccc2)n1	-2%	2%	10	-3.0	0%	0%	6%	-3%
Cc1ccc(OCC(=O)N2N=C(c3cccnc3)CC2(O)C(F)(F)F)cc1C (stereo not given)	-5%	-16%	-1	1.8	-7%	-4%	-6%	0%
CC1CCc2ccccc2N1C(=O)c1cccs1 (stereo not given)	21µM*	8%	-3	0.0	-1%	-3%	6%	3%
